hgDAF12 agonist: agonists of H. glycines DAF-12 nuclear receptor. HEK293 GAL4-hgDAF12 UAS-luciferase reporter, agonist luminescence; normalized to butyrate control. actives 1.8% (n = 370,000). activation, % at 6.8 µM;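 active means activation above a cutoff set at the mean of all screened compounds plus 3 SD, cut at about 10% in these data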;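 further: 0% = DMSO wells and 100% = sodium butyrate wells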
SMARCA2 activ: increases SMARCA2 function in MMTV reporter cells | MG213 cells, MMTV-luciferase reporter, dexamethasone, overnight | activation, % at 9.1 µM | actives 1% (n = 370,000); in the data active means activation above about 7.8%;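 further: 0% = vehicle wells and 100% = reference activator wells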
ADAM17 inh: ADAM17 inhibition, QFRET primary screen. P78536. recombinant ADAM17, EDANS/DABCYL FRET peptide cleavage. inhibition, % at 6.95 µM. actives 0.83% (n = 370,000). AID 720648;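 active means inhibition above the mean of compounds lying between control limits plus 3 SD, set per campaign, cut at about 8.5% in these data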;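 further: 0% = DMSO-only wells as the low control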
Target sequence (P78536 215-824 limits assumed): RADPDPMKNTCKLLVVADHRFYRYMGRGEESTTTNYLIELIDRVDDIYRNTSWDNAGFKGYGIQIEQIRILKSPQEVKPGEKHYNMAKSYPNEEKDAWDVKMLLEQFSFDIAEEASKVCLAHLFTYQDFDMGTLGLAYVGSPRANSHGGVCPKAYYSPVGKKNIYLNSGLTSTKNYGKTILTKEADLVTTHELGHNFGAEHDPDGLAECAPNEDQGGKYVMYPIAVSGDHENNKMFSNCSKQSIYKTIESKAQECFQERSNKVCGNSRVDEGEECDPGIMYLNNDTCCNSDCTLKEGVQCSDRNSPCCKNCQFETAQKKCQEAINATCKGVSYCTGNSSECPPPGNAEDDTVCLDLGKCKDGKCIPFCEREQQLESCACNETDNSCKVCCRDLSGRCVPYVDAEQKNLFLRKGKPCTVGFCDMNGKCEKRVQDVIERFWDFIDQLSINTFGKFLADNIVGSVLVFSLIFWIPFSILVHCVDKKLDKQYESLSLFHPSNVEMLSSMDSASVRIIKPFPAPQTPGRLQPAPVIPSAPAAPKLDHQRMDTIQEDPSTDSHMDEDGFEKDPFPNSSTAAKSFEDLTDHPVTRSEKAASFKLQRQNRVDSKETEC
GAA850 FXN act: increases GAA850 frataxin promoter reporter activity; actives 0.56% (n = 360,000); AID 540364; HEK293 lucGAA850 FXN promoter luciferase reporter, 24 h; percent of 10 µM SAHA response; activation, % at 6 µM;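 active means activation above the average of all compounds screened plus 3 SD, cutoff fixed separately per campaign, cut at about 7.5% in these data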;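 further: 0% = DMSO wells and 100% = 10 µM SAHA wells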
ADAM10 inh: inhibits human ADAM10. actives 0.62% (n = 370,000). inhibition, % at 7 µM. O14672. recombinant ADAM10, EDANS/DABCYL FRET peptide cleavage, 3 h;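 active means inhibition above a per-campaign cutoff equal to the mean of compounds falling between control-based bounds plus 3 SD, cut at about 20% in these data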;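 further: 0% = DMSO wells while the 100% control is not disclosed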
hcDAF12 agonist: activators of H. contortus DAF-12 nuclear receptor; HEK293 hcDAF-12 lit1-tk-luc reporter, luminescence; 0% DMSO, 100% Δ7-dafachronic acid; activation, % at 6.8 µM; actives 1.4% (n = 370,000);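 active means activation above the mean of all tested compounds plus 3 SD, cut at about 5.5% in these data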;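 further: 100% = response to 3 µM Δ7-dafachronic acid high control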
DAX1 inh-1: inhibitors of human orphan nuclear receptor DAX1 (NR0B1); P51843; HEK293 Gal4-DAX1 luciferase reporter, luminescence; inhibition, % at 6.75 µM; actives 0.99% (n = 340,000); AID 504766;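 active means inhibition above the mean over all tested compounds plus 3 SD, cut at about 4.2% in these data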;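 further: 0% = DAX1-transfected cells with DMSO and 100% = empty-vector control cells with DMSO; inhibition shows as a rise in luminescence from relieved DAX1 repression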
Target sequence (P51843 207-470 limits assumed): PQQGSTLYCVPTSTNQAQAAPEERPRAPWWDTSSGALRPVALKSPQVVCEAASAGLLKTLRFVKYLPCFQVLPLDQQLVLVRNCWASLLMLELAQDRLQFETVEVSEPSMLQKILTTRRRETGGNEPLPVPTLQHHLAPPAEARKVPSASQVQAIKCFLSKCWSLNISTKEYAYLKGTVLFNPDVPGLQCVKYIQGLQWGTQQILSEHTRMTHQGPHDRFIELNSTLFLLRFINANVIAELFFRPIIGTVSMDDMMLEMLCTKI
GC-A act: GC-A (human) enzyme activation; HEK293 GC-A cells, cGMP TR-FRET, EC30 ANP; 0% at EC30 ANP, 100% saturating ANP; activation, % at 10 µM; actives 0.14% (n = 370,000); AID 1671463; in the data active means activation above about 40%
PG9 binder: small molecules binding HIV-1 gp120 antibody PG9. TR-FRET gp120-PG9 antibody binding. actives 0.43% (n = 360,000). inhibition, % at 6.7 µM; in the data active means inhibition above about 8.5%
DAX1 inh-2: blocks DAX1 repression of SF-1 activated StAR promoter; HEK293T StAR-luciferase reporter, SF-1/DAX-1 repression relief; actives 1.1% (n = 370,000); inhibition, % at 6.8 µM; AID 652010;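 active means inhibition above the mean over all tested compounds plus 3 SD, cut at about 3.6% in these data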;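 further: 0% = DAX-1 cells with DMSO and 100% = cells lacking DAX-1 with DMSO; higher inhibition means more luminescence from relief of DAX-1 repression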
ssDAF-12 act: activates DAF-12 receptor from parasite S. stercoralis; HEK293 ssDAF-12/GRIP1 lit1-tk-luc reporter, luminescence; % of 3 µM dafachronic acid response; activation, % at 6.8 µM; actives 1% (n = 370,000); AID 652126;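 active means activation above the mean over all tested compounds plus 3 SD, cut at about 0.9% in these data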;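 further: 0% = DMSO-only wells and 100% = 3 µM delta7-dafachronic acid wells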
* hit, by the source's call; i = inactive; . = no result given. Not a hit list (roughly 6.8% active in at least one column).

no.	structure	hgDAF12 agonist	SMARCA2 activ	ADAM17 inh	GAA850 FXN act	ADAM10 inh	hcDAF12 agonist	DAX1 inh-1	GC-A act	PG9 binder	DAX1 inh-2	ssDAF-12 act
1	Cc1cc(NC(=O)Cc2cccs2)no1	-0.5	-3.1	-5.2	3.6	-13.5	1.4	0.2	-8.9	0.3	-0.6	-0.5
2	O=C(C1CCN(S(=O)(=O)c2ccccc2)CC1)N(CCc1ccccc1)Cc1ccco1	-0.2	0.6	1.8	-5.5	-1.8	1.1	-1.1	-7.5	0.5	-0.9	-1.0
3	O=C1CCC(=O)N1CCOP1(=O)COc2ccccc2OC1	-0.8	-0.7	-0.5	1.0	-5.4	0.5	0.7	1.8	-0.6	0.0	-1.2
4	O=C(Nc1cccc([N+](=O)[O-])c1)c1ccn[nH]1	8.8	0.9	-1.6	2.3	0.4	0.8	0.9	4.8	-0.3	1.2	-0.7
5	CCCCC(CC)CNC(=O)CN1C(=O)NC2(CCc3ccccc32)C1=O (configuration not stated)	-2.2	-4.7	0.5	-0.8	0.9	-0.9	-0.8	-4.0	-1.3	0.0	-0.8
6	COc1cc(C(=O)NCCNC(=O)c2cnccn2)cc(OC)c1OC	2.3	-1.6	1.0	1.5	-6.1	-1.8	2.3	3.4	-2.6	0.2	-1.2
7	COc1ccc(NC(=O)CCn2c(=S)[nH]c3ccccc3c2=O)cc1Cl	2.9	0.4	-1.1	-0.6	-7.9	-1.6	-0.3	-2.2	8.3	0.1	-1.4
8	CC(C)c1ccc(N2C(=O)CC(Sc3nc4ccccc4o3)C2=O)cc1 (configuration not stated)	-1.1	0.8	4.1	-5.0	5.3	0.2	2.3	12.7	-2.0	2.0	-0.9
9	Cc1ccc(Cl)cc1N1C(=O)CC(Sc2ccccc2N)C1=O (configuration not stated)	3.0	-4.0	-2.4	0.6	-8.0	2.0	1.1	-2.9	-1.4	0.4	-0.7
10	CC(Oc1ccc2c3c(c(=O)oc2c1)CCC3)C(=O)NCCCn1ccnc1 (configuration not stated)	-0.4	-1.4	-20.8	-1.6	-51.8	-1.1	0.6	0.7	-0.7	-1.5	-1.1
11	O=c1cc(-c2ccccc2Cl)oc2c(NS(=O)(=O)c3ccccc3OC(F)(F)F)ccc(O)c12	-0.7	-0.4	8.9*	.	15.2	0.0	1.6	-3.0	-1.4	0.1	-0.9
12	COc1cccc(CC(=O)Nc2nccs2)c1	-1.7	-5.0	-5.2	-0.7	3.0	1.5	0.3	-0.6	2.7	-1.0	-2.0
13	Cc1ccc(OCC(=O)Nc2sc3c(c2C#N)CCC3)cc1	2.8	2.9	-1.8	4.7	-0.1	-0.1	-0.2	-0.5	0.9	1.2	-1.2
14	COc1ccc(Cl)cc1N(C(C)C(=O)NC1CCCC1)S(C)(=O)=O (configuration not stated)	-1.5	1.8	-0.6	-0.1	5.8	0.4	0.7	-0.3	-3.0	-0.1	-0.3
15	CC(=O)Nc1ccc(NC(=O)CN(c2ccc(C(C)C)cc2)S(=O)(=O)c2ccccc2)cc1	0.2	-3.3	1.6	0.6	4.4	-1.4	1.5	-2.5	-0.3	-0.6	-1.4
16	COc1cccc(/C=N/NC(=O)c2ccc(-c3ccccc3)cc2)c1O	-1.6	-0.6	-0.2	-7.7	1.4	-2.2	-3.0	-3.3	-1.4	-0.4	-1.1
17	Cc1cc(C(=O)NCc2ccco2)no1	2.9	-0.9	-2.8	0.2	-1.7	0.2	-0.8	-0.6	-2.2	0.2	-1.4
18	CCCCN1CC[C@H]2C=CC[C@@H](C(=O)NCc3ccc(OC)cc3)[C@H]2C1=O	-0.2	0.8	-0.3	-1.7	2.1	-1.7	-1.4	4.0	-0.3	-0.3	-1.1
19	C=CCN(C(=O)CNC(=O)c1ccco1)C(C(=O)NC1CCCCC1)c1ccccc1 (configuration not stated)	1.2	-2.4	2.3	1.4	10.7	-2.6	-1.8	-8.7	-0.1	0.1	-1.1
20	Cc1ccc(N2C(=O)N3[C@H](c4cccc(C)c4)[C@@H]4C(=O)N(Cc5ccccc5)C(=O)[C@@H]4[C@]3(C)C2=O)cc1	1.3	-0.1	-0.4	7.6*	11.2	-0.4	-0.4	0.4	-4.9	0.5	-0.9
21	COc1ccc(NC(=S)N2CCN(CCN=CC3=C(O)CC(c4ccccc4)CC3=O)CC2)cc1 (configuration not stated)	-0.9	-0.9	4.4	1.6	2.0	2.0	-0.8	6.0	-2.3	0.7	-1.3
22	Cc1ccc(C2(C)NC(=O)N(CC(=O)NCc3ccccc3Cl)C2=O)cc1 (configuration not stated)	0.1	-2.6	-4.2	-0.8	-5.2	-2.7	0.7	5.3	0.4	-0.1	-1.4
23	CC1(C(=O)NCC2CCOCC2)Cc2c(-c3cccc(C(F)(F)F)c3)ccnc2O1 (configuration not stated)	2.3	-6.7	-8.4	-4.1	-9.3	-1.7	.	3.7	-1.0	-1.8	-1.1
24	Nc1ccc(C#Cc2c(-c3ccsc3)oc3ccc(N4CCOCC4)cc23)cc1	5.4	4.6	-193.9	6.1	i	1.4	-0.7	5.8	3.7	-0.3	-0.5
25	O=C(NC1CCCCC1)c1cccc(N2C(=O)CCC2=O)c1	-1.0	-1.9	-3.6	0.1	-1.6	-0.2	-0.7	2.9	2.3	1.5	-0.5
26	Cn1nnc(NC(=O)c2cccc([N+](=O)[O-])c2)n1	1.5	-4.3	2.4	2.1	-1.5	1.5	-0.6	4.9	-2.1	0.0	-1.4
27	Cc1cc(C)n(CCCC(=O)O)n1	2.7	-0.1	-3.5	2.3	-2.0	4.8	0.1	-2.1	1.6	0.7	-0.9
28	COC(=O)c1ccc(C(=O)OC)c(NC(=O)CN2CCN(c3ccccc3OC)CC2)c1	-1.4	-0.1	-5.7	-2.2	-4.6	0.0	-1.0	5.1	0.0	-0.5	-0.6
29	Brc1ccc(OCCOCCOc2cccc3cccnc23)cc1	-2.9	-0.6	-1.2	0.7	1.2	-2.0	-0.6	-3.9	1.1	-1.3	-0.7
30	O=C(Cc1c(Cl)cccc1Cl)Nc1ccncc1Cl	-2.5	-3.4	-3.0	-1.5	-7.8	-2.9	-0.4	5.1	-0.7	-6.0	-1.5
31	Cc1nn(CCCC(=O)NCc2ccccc2Cl)c(=O)c2nccn12	2.5	3.8	1.1	-0.8	6.1	-0.2	1.2	-1.6	-1.0	-0.7	-0.8
32	COCCNC(=O)c1ccc(NS(=O)(=O)c2ccc3[nH]c(=O)[nH]c3c2)cc1	4.5	-2.3	-2.3	2.0	-7.1	-2.3	0.0	-2.9	1.1	1.5	-1.2
33	COC(=O)[C@]1(Cc2ccccc2)N[C@H](CN(C)S(=O)(=O)c2ccc(OC)cc2)[C@@H]2C(=O)N(C)C(=O)[C@@H]21	0.3	-0.9	-2.8	0.6	-6.9	-0.8	1.2	-0.2	-0.2	0.8	-1.0
34	CC(C)(C)c1ccc(CC(=O)N2CCC2(C)C(=O)NCCC#N)cc1 (configuration not stated)	2.1	3.1	-3.6	1.5	-8.2	-0.1	.	4.0	0.6	0.4	-0.9
35	Cc1ccc2ccc(C(Nc3ccccc3)c3ccc(C(C)C)cc3)c(O)c2n1 (configuration not stated)	-1.2	-0.8	-0.7	.	-10.2	1.8	.	2.1	0.7	-1.8	-0.9
36	Nc1cccc(CCc2nc3cc4ccccc4cc3[nH]2)c1	12.5*	5.8	-1.9	0.5	-5.9	12.1*	1.7	-2.5	1.7	-0.3	0.2
37	CC(=O)Cc1nsc(Nc2ccc(F)cc2)n1	2.9	-1.0	-4.2	1.7	1.2	0.2	-0.2	-2.4	-0.6	0.2	-1.7
38	CCc1nnc(SCC(=O)Nc2nccs2)n1CC	-0.9	2.1	-1.7	3.4	-2.5	0.7	1.6	2.6	-1.0	0.3	-1.0
39	c1ccc(COc2ncnc3c2ncn3CCCN2CCN(c3ncccn3)CC2)cc1	-3.4	-5.7	-4.5	-2.5	-6.3	1.4	-0.1	4.6	-1.2	-0.8	-0.9
40	CCNC(=O)NC(=O)CSc1cccc(C(F)(F)F)c1	-1.1	2.4	3.3	2.1	0.8	-0.5	-0.8	2.0	-0.1	0.3	-1.0

One compound at a time, as listed above. Values in the order: hgDAF12 agonist, SMARCA2 activ, ADAM17 inh, GAA850 FXN act, ADAM10 inh, hcDAF12 agonist, DAX1 inh-1, GC-A act, PG9 binder, DAX1 inh-2, ssDAF-12 act
Brc1ccc(OCCOCCOc2cccc3cccnc23)cc1 reads -2.9, -0.6, -1.2, 0.7, 1.2, -2.0, -0.6, -3.9, 1.1, -1.3, -0.7
O=C(NC1CCCCC1)c1cccc(N2C(=O)CCC2=O)c1 reads -1.0, -1.9, -3.6, 0.1, -1.6, -0.2, -0.7, 2.9, 2.3, 1.5, -0.5
CC1(C(=O)NCC2CCOCC2)Cc2c(-c3cccc(C(F)(F)F)c3)ccnc2O1 (configuration not stated) reads 2.3, -6.7, -8.4, -4.1, -9.3, -1.7, ., 3.7, -1.0, -1.8, -1.1
COc1ccc(NC(=S)N2CCN(CCN=CC3=C(O)CC(c4ccccc4)CC3=O)CC2)cc1 (configuration not stated) reads -0.9, -0.9, 4.4, 1.6, 2.0, 2.0, -0.8, 6.0, -2.3, 0.7, -1.3
Cc1ccc(C2(C)NC(=O)N(CC(=O)NCc3ccccc3Cl)C2=O)cc1 (configuration not stated) reads 0.1, -2.6, -4.2, -0.8, -5.2, -2.7, 0.7, 5.3, 0.4, -0.1, -1.4

Further compounds.
no.	structure	hgDAF12 agonist	SMARCA2 activ	ADAM17 inh	GAA850 FXN act	ADAM10 inh	hcDAF12 agonist	DAX1 inh-1	GC-A act	PG9 binder	DAX1 inh-2	ssDAF-12 act
41	COc1ccc2cc(Br)ccc2c1CC(=O)N1CCCC1	-1.1	2.0	-1.8	1.0	9.4	-2.4	-0.8	-5.3	2.5	-0.3	-1.7
42	CC(=O)Nc1cc2c(nc1C)nc(C)n2Cc1ccc(Br)cc1	1.1	0.6	-5.0	-0.2	-4.4	-1.0	-0.1	17.0	0.4	-0.5	-1.0
43	CCN1CCN(c2ccc(NC(=O)COc3ccc([N+](=O)[O-])cc3)cc2)CC1	2.0	-1.2	-1.3	2.5	0.5	1.1	-0.1	1.2	-3.3	-1.1	-1.1
44	CC(C)(C)c1nnc(NC(=O)C2CCN(c3ncccn3)CC2)s1	-1.3	-4.6	-2.1	0.2	-1.9	0.1	0.7	-6.0	0.3	-0.4	-1.4
45	CC(C)Cn1c(SCC(=O)NC(=O)Nc2ccc3c(c2)OCCO3)nc2ccccc2c1=O	-0.2	-1.2	4.7	5.3	-9.9	-1.8	-0.9	3.5	-0.1	-0.4	-1.1
46	CCc1sc(NC(=O)COC)nc1-c1ccccc1	3.1	-1.0	-2.0	-0.5	-1.1	0.2	0.5	-4.4	-1.0	-0.3	-1.4
47	C=CCn1c(SCC(=O)NC23CC4CC(CC(C4)C2)C3)nc2cc(C(=O)O)ccc2c1=O	6.5	-0.7	-3.8	0.2	-4.7	-0.1	-0.8	-5.9	-0.1	0.3	-1.4

Assay outcomes deposited in PubChem by several laboratories.
